PLAP inhibitors HTS: inhibition of human placental alkaline phosphatase – biochemical, luminescence, HTS (AID 690) | purified PLAP, luminescent substrate; higher % means a stronger effect | inhibition, % at 20 µM; hits with a dose series show IC50 in µM | 0.08% of 96,000 active; in the data active = a potency from the dose series; inactive = the rest, 99 in 100 with inhibition below about 30%; also: strong numbers were not always called active
NFkB transloc pot: enhances IL-1B driven NFkB nuclear translocation. 0.3% of 94,000 active. activation, % at 2 µM. HUVEC IL-1B NFkB p65 nuclear translocation imaging;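 active = activation above 40%, about the mean plus 3 SD, also judged a hit on visual image review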;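 also: percent activation is computed from the nuclear over cytoplasmic p65 intensity ratio; values of inactives mirror those of a sister screen read the other way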
IL1B NFkB inh: blocks IL-1B driven NFkB nuclear translocation in HUVEC cells; inhibition, % at 2 µM; AID 796; 0.43% of 94,000 active; HUVEC IL-1B NFkB p65 nuclear translocation imaging;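 active = inhibition above about 30% together with a positive call from visual inspection of the well image, limit read from the data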;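 also: nuclear over cytoplasmic p65 intensity ratio measured by imaging; 0% = IL-1B stimulated DMSO wells and 100% = unstimulated DMSO wells; values of inactives mirror those of a sister screen read the other way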
Bcl-B TR3 displacers: displacers of TR3 peptide from Bcl-B, primary screen, selectivity assay for Bfl-1 inhibitor project, biochemical, fluorescence polarization; FP displacement of FITC-TR3 peptide from Bcl-B; higher % means a stronger effect; one-dose displacement, % at 20 µM; IC50 in µM for titrated hits; 0.11% of 96,000 active;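 active = displacement above 50% at 20 µM plus a fluorescence interference ratio under 1.5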;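 also: plate controls were wells without compound for no effect and wells lacking Bcl-B protein for full effect; a part of the inactive calls stands beside numbers as strong as those of hits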
MRP resist rev: MRP-mediated drug resistance reversal | H69AR cells + 2 uM doxorubicin, CellTiter-Glo, 72 h | differential viability (reversal), % at 10 µM | 0.04% of 85,000 active;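 active = viability drop by adding the cancer drug above about 55%, with treated viability meeting a 40% cutoff, limit read from the data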;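 also: viability without doxorubicin minus viability with 2 µM doxorubicin for each compound; larger differential means the compound sensitizes cells more to doxorubicin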
MRP resist rev cytotoxicity: further read-out of MRP resist rev, marked with its call; viability, %; H69AR cells, CellTiter-Glo, 72 h; measured here: cytotoxicity without doxorubicin
MRP resist rev with doxorubicin: also measured in MRP resist rev; calls as there; viability, %; measured here: viability with 2 uM doxorubicin; active compounds read low
IL1B NFkB inh cell count 2 µM: further read-out of IL1B NFkB inh, marked with its call; cell count; measured here: cells passing quality filter;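 raw number of nuclei counted in each imaged well without normalization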
NFkB transloc pot cell count 2 µM: recorded beside NFkB transloc pot, whose call it bears; cell count; measured here: cells passing quality filter
An asterisk follows results filed as active; x = not tested or not shown. The list is partial, so the mix of outcomes need not match the whole.

Order of results – IL1B NFkB inh	NFkB transloc pot cell count 2 µM	NFkB transloc pot	IL1B NFkB inh cell count 2 µM	MRP resist rev cytotoxicity	MRP resist rev with doxorubicin	Bcl-B TR3 displacers	PLAP inhibitors HTS	MRP resist rev
CC(C)C(OC(=O)c1cc2sccc2n1C)C(=O)NCC1CCCO1 (configuration not stated)
→ 9	133	-9	133	90	87	6%	-26%	3
CC(C)CC(=O)N1CCC(N2CCN(c3ccccc3)CC2)CC1
→ 0	155	0	155	87	89	-9%	-1%	-2
Cc1cc(C)c(NC(=O)CN2C(=O)NC3(CCOc4ccccc43)C2=O)c(C)c1 (configuration not stated)
→ -7	158	7	158	x	x	-13%	-13%	x
CC1CN(S(=O)(=O)c2cccc(-c3cn4cccnc4n3)c2)CC(C)O1 (configuration not stated)
→ x	x	x	x	89	93	10%	-4%	-4
Cc1ccc(C)c(N2CCN(C(=O)CCCCn3c(=O)[nH]c4ccccc4c3=O)CC2)c1
→ 1	97	-1	97	58	92	-22%	-30%	-35
CCCCc1nc(NCc2ccccc2)c(C#N)c2c1COC(C)(C)C2
→ -5	198	5	198	86	88	-7%	19%	-2
C=CCn1c(-c2ccccc2)n[nH]c1=S
→ 4	92	-4	92	96	96	x	x	0
COc1ccc(C2C(C(=O)OCC(=O)NC(C)(C)C)CCC(=O)N2c2ccc(C)cc2)cc1OC (configuration not stated)
→ 24	145	-24	145	x	x	4%	-66%	x
Fc1ccc(-c2nc3c(Cl)cc(C(F)(F)F)cn3c2Cl)cc1
→ -4	161	4	161	x	x	49%	18%	x
CCc1ccccc1NC(=O)CSc1nnc([C@@H](NC(=O)OC(C)(C)C)C(C)CC)o1 (some centres not stated)
→ -19	113	19	113	95	96	6%	-100%	-1
O=S1(=O)CCN(Cc2cccc(Cl)c2)CC1
→ -6	202	6	202	x	x	0%	10%	x
COc1ccc(-c2cc(C(=O)N(C)Cc3ccccc3)no2)cc1OC
→ -2	200	2	200	x	x	-1%	8%	x
Nc1nnc(-c2ccco2)s1
→ 6	52	-5	52	102	77	-4%	-3%	25
O=c1nc2n(c3ncccc13)CCC2
→ -2	188	2	188	94	113	-12%	15%	-19
Cc1cc(C(=O)Nc2sc3c(c2C#N)CCC(C)C3)cs1 (configuration not stated)
→ 15	105	-15	105	19	26	-8%	12%	-7
O=S(=O)(NCc1ccc(Cl)cc1)c1cnc[nH]1
→ -24	141	24	141	100	95	4%	6%	5
COc1ccc(N2CCN(CCNC(=O)C3CC(=O)N(C4CCCC4)C3)CC2)cc1 (configuration not stated)
→ -22	192	22	192	92	89	-6%	-28%	2
COc1ccc(N2CC(C(=O)Nc3ccc(S(=O)(=O)Nc4nc(C)cc(C)n4)cc3)CC2=O)cc1 (configuration not stated)
→ 2	131	-2	131	102	95	1%	-20%	7
COc1ccc(OCCSc2nnc(CCNC(=O)c3ccc(Cl)c(Cl)c3)n2C)cc1
→ -3	144	3	144	x	x	-4%	6%	x
Cc1ccc(SCc2cc(=O)[nH]c(N3CCN(C)CC3)n2)cc1
→ -9	126	9	126	106	89	-22%	-1%	17
CCCC(=O)Nc1nc2c(c(=O)[nH]1)CCCC2
→ 11	86	-11	86	92	74	-2%	13%	17
C=CCOc1ccccc1CN1CCSCC1
→ 1	126	-1	126	56	96	-1%	0%	-40
N/C(=N/O)c1nc(N2CCCC2)nc(N(c2ccccc2)c2ccccc2)n1
→ -16	123	16	123	53	57	-2%	-36%	-5
CCC(=O)Nc1cc(-c2nn(CC(=O)N3CCCCC3)c(=O)c3ccccc23)ccc1N1CCOCC1
→ -8	175	8	175	82	80	-2%	-54%	3
Clc1cccc(Cl)c1Cn1cnc2c(NCc3ccco3)ncnc21
→ 1	210	-1	210	x	x	-1%	5%	x
COc1ccc(CCNC(=O)C2CC(=O)N(c3ccc(F)cc3)C2)cc1OC (configuration not stated)
→ 13	138	-13	138	x	x	16%	1%	x
COc1nc(Oc2ccc(/C=N/O)cc2)nc(N(C)C)n1
→ 3	164	-3	164	94	81	-4%	0%	13
O=C(CCN1CCN(c2ccccc2)CC1)Nc1ccccc1F
→ -2	166	2	166	97	95	-14%	-24%	2
Cc1ccc(NC(=O)C2C3CCCC2C3c2ccccc2)cc1C (configuration not stated)
→ -4	184	4	184	x	x	-8%	10%	x
Brc1ccc(C2=Nn3c(nnc3-c3n[nH]c4c3CCC4)SC2)cc1
→ 5	161	-5	161	20	34	-5%	-4%	-15

Next section (three carried over from the part before).
Order of results – IL1B NFkB inh	NFkB transloc pot cell count 2 µM	NFkB transloc pot	IL1B NFkB inh cell count 2 µM	MRP resist rev cytotoxicity	MRP resist rev with doxorubicin	Bcl-B TR3 displacers	PLAP inhibitors HTS	MRP resist rev
O=C(CCN1CCN(c2ccccc2)CC1)Nc1ccccc1F
→ -2	166	2	166	97	95	-14%	-24%	2
Cc1ccc(NC(=O)C2C3CCCC2C3c2ccccc2)cc1C (configuration not stated)
→ -4	184	4	184	x	x	-8%	10%	x
Brc1ccc(C2=Nn3c(nnc3-c3n[nH]c4c3CCC4)SC2)cc1
→ 5	161	-5	161	20	34	-5%	-4%	-15
CC(C)(C)c1cn(-c2ccccc2)c(=S)[nH]1
→ -22	67	22	67	x	x	8%	-6%	x
CCCn1c(SCc2nc3sc(C)c(C)c3c(=O)[nH]2)nc2ccccc2c1=O
→ 0	109	0	109	x	x	-118%	-18%	x
O=C(NCCN1CCN(c2cccc(Cl)c2)CC1)C1CCCN(S(=O)(=O)c2cnc[nH]2)C1 (configuration not stated)
→ 5	160	-5	160	104	97	-6%	-72%	7
COCCn1c(-c2ccccc2)nc(=S)c2c1CC(C)(C)OC2
→ -15	163	15	163	x	x	-16%	1%	x
Cc1ccc(S(=O)(=O)c2nc(C)oc2NCc2ccccc2)cc1
→ -28	112	28	112	103	86	-3%	2%	16
Cc1ccc(S(=O)(=O)c2c(N)n(Cc3ccco3)c3nc4ccccc4nc23)cc1C
→ 14	147	-14	147	44	75	39%	-45%	-31
COc1ccc(/C=C2/N=C3CCCCCN3C2=O)cc1OC
→ -13	154	13	154	83	84	x	x	-1
O=C(COc1ccccc1Br)NCc1ccco1
→ -4	118	5	118	108	96	-5%	11%	13
Cc1ccnc(NC(=O)CS(=O)(=O)Cc2ccccc2)c1
→ -1	161	1	161	87	88	-11%	-4%	-1
C=CCn1c(SCC(=O)c2cccs2)nnc1-c1cccc(OC)c1
→ x	x	x	x	72	82	-8%	-11%	-10
Cc1cccc(-n2c(SCC(=O)Nc3ccc4c(c3)OCO4)nnc2-c2ccoc2C)c1
→ -2	93	2	93	9	6	5%	1%	3
CCC(C(=O)NCc1ccco1)N(C(=O)CNS(=O)(=O)c1ccccc1)C1CCCCC1 (configuration not stated)
→ -9	193	9	193	91	90	1%	-81%	1
CCCC(=O)C1=C(SCC)CC(C)(C)C(C(=O)OC)C1=O (configuration not stated)
→ x	x	x	x	91	84	-1%	-5%	6
COc1ccnc(Oc2ccccc2)c1C(=O)N/C=N/OCc1ccc(F)cc1Cl
→ 14	10	-14	10	x	x	-3%	-12%	x
CCCOc1ccc(-c2nc(=S)[nH][nH]2)cc1
→ -2	178	2	178	63	73	-2%	-30%	-10
Cc1ccc(SCc2[nH]nc3c2C(C(C)C)C(C#N)=C(N)O3)cc1 (configuration not stated)
→ 13	174	-13	174	83	76	-1%	-4%	7
CCOc1cc(/C=N\NC(=O)c2ccc(NC(=O)C(C)(C)C)cc2)ccc1OC(=O)c1ccc(OC)cc1
→ 9	205	-9	205	x	x	6%	-13%	x
Cc1ccc(NC(=O)C(c2ccc(Cl)cc2)N2CCCCC2)cc1 (configuration not stated)
→ -7	186	7	186	x	x	-36%	-8%	x
Cc1cc(-c2[nH]nc3c2C(c2ccc(Cl)cc2)C(C#N)=C(N)O3)c(C)s1 (configuration not stated)
→ -8	135	8	135	74	73	x	x	1
Cc1cc(C(=O)NNC(=S)NC(C)c2ccccc2)c2ccccc2n1 (configuration not stated)
→ -10	153	10	153	x	x	12%	-12%	x
Cc1cc(C)c2c3c(sc2n1)C(c1cccc(F)c1)C(C#N)=C(N)O3 (configuration not stated)
→ 0	218	0	218	x	x	4%	30%	x
Cc1ccc2cccc(NC(=S)NC(=O)c3c(Br)cnn3C)c2n1
→ 11	159	-11	159	26	39	x	x	-13
COC(=O)CC/C(O)=C1/C(=N)CC(C)(C)CC1=O
→ 1	160	-1	160	98	95	6%	-16%	3
Cc1[nH]n(-c2ccccc2)c(=O)c1N=Nc1nccs1
→ -10	148	10	148	x	x	-12%	27%	x
CCCOc1c(OC)cccc1C1CC(=O)Nc2cc3c(cc21)OCO3 (configuration not stated)
→ -3	129	3	129	17	44	-1%	-11%	-27
COc1ccccc1/C=C/C(=O)c1cc(Br)ccc1OC(=O)c1ccco1
→ -18	166	18	166	x	x	x	x	x
COC(=O)C(NC(C)=O)(Nc1ccc(Br)cn1)C(F)(F)F (configuration not stated)
→ x	x	x	x	111	84	-6%	-16%	27
CCOC(=O)/C(C#N)=C/Nc1ccccc1OC
→ 1	136	-1	136	x	x	-10%	-1%	x
Cc1ccc(OCc2nc(-c3ccc(Cl)cc3)n[nH]2)cc1
→ 18	153	-18	153	92	84	-1%	-68%	8
O=C1CC(c2cccc([N+](=O)[O-])c2)c2c(ccc3ccccc23)N1 (configuration not stated)
→ -7	106	7	106	x	x	-10%	5%	x

Order of results – IL1B NFkB inh	NFkB transloc pot cell count 2 µM	NFkB transloc pot	IL1B NFkB inh cell count 2 µM	MRP resist rev cytotoxicity	MRP resist rev with doxorubicin	Bcl-B TR3 displacers	PLAP inhibitors HTS	MRP resist rev
Cc1cc(C)n2nc(-c3ccc(F)cc3)nc2n1
→ 2	164	-2	164	89	83	2%	3%	7
CCOC(=O)Cc1csc(SCC(=O)N2CCN(c3ccc(OC)cc3)CC2)n1
→ -6	116	6	116	89	91	-5%	-63%	-3
Cc1nc2c(c(=O)n1CCC1=CCCCC1)c1nc3ccccc3nc1n2/N=C/c1ccccc1
→ -12	176	12	176	84	85	-17%	-61%	-2
Cn1cnnc1SC(C(=O)c1ccccc1)c1ccccc1 (configuration not stated)
→ 11	58	-11	58	103	89	-24%	-25%	14
Oc1c(C=NCc2ccc(F)cc2)[nH]c2ccc(Br)c(Cl)c12
→ -7	174	7	174	58	58	-69%	-11%	0
NC(=O)CN1CCN(C(=O)NC2CCCCC2)CC1
→ -13	174	13	174	98	100	13%	1%	-2

Of the compounds above, these have a Cl atom:
Order of results – IL1B NFkB inh	NFkB transloc pot cell count 2 µM	NFkB transloc pot	IL1B NFkB inh cell count 2 µM	MRP resist rev cytotoxicity	MRP resist rev with doxorubicin	Bcl-B TR3 displacers	PLAP inhibitors HTS	MRP resist rev
Fc1ccc(-c2nc3c(Cl)cc(C(F)(F)F)cn3c2Cl)cc1
→ -4	161	4	161	x	x	49%	18%	x
O=S1(=O)CCN(Cc2cccc(Cl)c2)CC1
→ -6	202	6	202	x	x	0%	10%	x
O=S(=O)(NCc1ccc(Cl)cc1)c1cnc[nH]1
→ -24	141	24	141	100	95	4%	6%	5
COc1ccc(OCCSc2nnc(CCNC(=O)c3ccc(Cl)c(Cl)c3)n2C)cc1
→ -3	144	3	144	x	x	-4%	6%	x
Clc1cccc(Cl)c1Cn1cnc2c(NCc3ccco3)ncnc21
→ 1	210	-1	210	x	x	-1%	5%	x
O=C(NCCN1CCN(c2cccc(Cl)c2)CC1)C1CCCN(S(=O)(=O)c2cnc[nH]2)C1 (configuration not stated)
→ 5	160	-5	160	104	97	-6%	-72%	7
COc1ccnc(Oc2ccccc2)c1C(=O)N/C=N/OCc1ccc(F)cc1Cl
→ 14	10	-14	10	x	x	-3%	-12%	x
Cc1ccc(NC(=O)C(c2ccc(Cl)cc2)N2CCCCC2)cc1 (configuration not stated)
→ -7	186	7	186	x	x	-36%	-8%	x
Cc1cc(-c2[nH]nc3c2C(c2ccc(Cl)cc2)C(C#N)=C(N)O3)c(C)s1 (configuration not stated)
→ -8	135	8	135	74	73	x	x	1
Cc1ccc(OCc2nc(-c3ccc(Cl)cc3)n[nH]2)cc1
→ 18	153	-18	153	92	84	-1%	-68%	8
Oc1c(C=NCc2ccc(F)cc2)[nH]c2ccc(Br)c(Cl)c12
→ -7	174	7	174	58	58	-69%	-11%	0
